M1AAP inhibition – malaria alanyl aminopeptidase activity blockers – biochemical, fluorogenic H-Leu-NHMec substrate, 1536-well (AID 1445) | recombinant M1AAP, H-Leu-NHMec fluorogenic kinetic assay; higher % means a stronger effect | one-dose inhibition, % at 30 µM; IC50 in µM for titrated hits | hit rate 0.42% among 220,000;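 active means primary inhibition above the hit cutoff, then over 50% inhibition at one or more dose response concentrations, cut at about 23% in these data, passing the limit was not always enough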;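 further: plate controls were DMSO full reaction for no effect and no enzyme background for full effect; strong numbers were not always called active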
West Nile antiviral – inhibition of WNV-induced cytopathic effect – cell-based, CPE readout (AID 1621). West Nile virus-infected cells, CPE inhibition; higher % means a stronger effect. one-dose CPE inhibition, % at 10 µM; IC50 in µM for titrated hits. hit rate 0.02% among 290,000; in the data active means a potency from the dose series; further: strong numbers were not always called active
CSM14.1 death rescue – rescue of cells from ER stress-induced death, primary screen, 384-well, CSM14.1, thapsigargin, ATP luminescence (AID 1222); one-dose cellular ATP content (survival), % at 20 µM; EC50 in µM for titrated hits; CSM14.1 thapsigargin-induced death rescue, ATP luminescence; higher % means a stronger effect; 190,000 tested, under 10 active;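 active means EC50 below 50 µM in the dose-response confirmation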;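 further: death triggered by thapsigargin at about 15 µM added after 2 h compound pretreatment; cell ATP read after overnight thapsigargin exposure of roughly 18 to 22 hours; normalized against plate controls of thapsigargin alone and 5% DMSO vehicle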
Siah-1 displacement – blockers of Siah-1 interaction with plectin peptide – biochemical, fluorescence polarization, rhodamine-plectin, uHTS, primary screen (AID 1817); hit rate 0.02% among 290,000; displacement, % at 20 µM, or IC50 in µM where a hit was titrated; Siah-1 / rhodamine-plectin peptide fluorescence polarization; higher % means a stronger effect;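 active means displacement of at least 50% at 20 µM, with a fluorescence ratio check between 0.3 and a set limit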;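 further: plate controls were Siah plus tracer with DMSO for no effect and tracer alone without Siah for full effect; strong numbers were not always called active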
human PMI inhibitors – human PMI inhibitors, high substrate, primary screen, biochemical, fluorescence intensity, high mannose 6-phosphate (AID 1220); recombinant PMI enzyme, coupled fluorescence intensity; higher % means a stronger effect; hit rate 0.66% among 190,000; one-dose inhibition, % at 20 µM; IC50 in µM for titrated hits; in the data active means inhibition above about 50%
XIAP antagonists – small molecules displacing peptide from XIAP – biochemical, IAP family, fluorescence polarization (AID 1018). one-dose displacement, % at 20 µM; IC50 in µM for titrated hits. XIAP BIR domain, fluorescence polarization peptide displacement; higher % means a stronger effect. hit rate 0.007% among 200,000; in the data active means displacement above about 50%; further: a part of the inactive calls stands beside numbers as strong as those of hits
PhoP inhibition – PhoP-dependent GFP reporter repression – Salmonella Typhimurium, primary screen (AID 1863) | S. Typhimurium PhoP-regulated promoter GFP reporter, 4 h; higher % means a stronger effect | inhibition, % at 50 µM; hits with a dose series show IC50 in µM | hit rate 0.16% among 300,000;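 active means inhibition over 29.93%, a cutoff 3 SD above the screen mean, later confirmed by dose response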;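 further: 0% = low Mg2+ inducing control and 100% = high Mg2+ repressing control; strong numbers were not always called active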
Yfh1-off respiration – enhancers of respiration in Yfh1-depleted yeast, dose response, Friedreich's ataxia, plus single-dose screen (AID 1465) | fold induction at 50 µM, or EC50 in µM where a hit was titrated | S. cerevisiae Yfh1-off respiration, WST-1 reduction, 72 h; higher fold induction means a stronger effect | hit rate 0.074% among 220,000;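 active means fold induction of absorbance versus untreated yeast above a set limit, then at least 30% activation at any dose in follow-up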;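 further: activators that raise dye reduction in frataxin-depleted yeast; strong numbers were not always called active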
M17LAP inhibition – P. falciparum M17LAP inhibitors, primary screen, biochemical, fluorogenic H-Leu-NHMec substrate, 1536-well (AID 1619); recombinant M17LAP, H-Leu-NHMec fluorogenic kinetic assay; higher % means a stronger effect; inhibition, % at 30 µM, or IC50 in µM where a hit was titrated; hit rate 0.38% among 220,000;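 active means compound inhibiting the enzyme by more than half at any dose during confirmatory dose-response retesting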;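 further: plate controls were full reaction with DMSO carrier for no effect and no enzyme background for full effect; strong numbers were not always called active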
Numbers without * were called inactive; i = inactive; / = no result given; & = joins results of further samples. These rows are one share of the data. The share of hits here may be higher or lower than overall.

SMILES	M1AAP inhibition	West Nile antiviral	CSM14.1 death rescue	Siah-1 displacement	human PMI inhibitors	XIAP antagonists	PhoP inhibition	Yfh1-off respiration	M17LAP inhibition
CC(=O)[C@H]1CC[C@H]2[C@@H]3C[C@H](C)C4=CC(=O)CC[C@]4(C)[C@H]3[C@@H](O)C[C@]12C	2.1%	1.0%	-1.9%	1.5%	-9.5%	-6.7%	-8.4%&6.1%	i	9.6%
C[C@]12CC[C@H]3[C@@H](CCC4=CC(=O)CC[C@@]43C)[C@@H]1CC[C@@H]2C(=O)CO	5.9%	0.2%	-3.4%	4.8%	-0.1%	-10.7%	-5.6%	i	11.9%
O=C1NCC2(CCN(CCc3ccccc3)CC2)O1	-4.3%	-0.5%	/	3.6%	/	/	-2.5%	i	-16.1%
Cc1nnc(NS(=O)(=O)c2ccc(N)cc2)s1	5.0%	0.2%	-2.4%	3.2%	-19.0%	-1.2%	0.6%	i	-0.5%
CN(C)CCCN1c2ccccc2Sc2ccccc21	7.9%	0.5%	-2.9%	-1.4%	0.2%	-4.4%	3.9%&-3.9%	i	-0.5%
Cc1cc(C)nc(/N=C(\N)Nc2ccc(S(N)(=O)=O)cc2)n1	0.8%	-0.6%	-1.7%	0.3%	2.3%	-4.0%	-9.2%	i	-17.6%

Single records, from the list above. Order of screens: M1AAP inhibition | West Nile antiviral | CSM14.1 death rescue | Siah-1 displacement | human PMI inhibitors | XIAP antagonists | PhoP inhibition | Yfh1-off respiration | M17LAP inhibition
O=C1NCC2(CCN(CCc3ccccc3)CC2)O1 across the screens: -4.3% | -0.5% | / | 3.6% | / | / | -2.5% | i | -16.1%
CN(C)CCCN1c2ccccc2Sc2ccccc21 across the screens: 7.9% | 0.5% | -2.9% | -1.4% | 0.2% | -4.4% | 3.9%&-3.9% | i | -0.5%

6 neighbouring records out of the list so far:
SMILES	M1AAP inhibition	West Nile antiviral	CSM14.1 death rescue	Siah-1 displacement	human PMI inhibitors	XIAP antagonists	PhoP inhibition	Yfh1-off respiration	M17LAP inhibition
CC(=O)[C@H]1CC[C@H]2[C@@H]3C[C@H](C)C4=CC(=O)CC[C@]4(C)[C@H]3[C@@H](O)C[C@]12C	2.1%	1.0%	-1.9%	1.5%	-9.5%	-6.7%	-8.4%&6.1%	i	9.6%
C[C@]12CC[C@H]3[C@@H](CCC4=CC(=O)CC[C@@]43C)[C@@H]1CC[C@@H]2C(=O)CO	5.9%	0.2%	-3.4%	4.8%	-0.1%	-10.7%	-5.6%	i	11.9%
O=C1NCC2(CCN(CCc3ccccc3)CC2)O1	-4.3%	-0.5%	/	3.6%	/	/	-2.5%	i	-16.1%
Cc1nnc(NS(=O)(=O)c2ccc(N)cc2)s1	5.0%	0.2%	-2.4%	3.2%	-19.0%	-1.2%	0.6%	i	-0.5%
CN(C)CCCN1c2ccccc2Sc2ccccc21	7.9%	0.5%	-2.9%	-1.4%	0.2%	-4.4%	3.9%&-3.9%	i	-0.5%
Cc1cc(C)nc(/N=C(\N)Nc2ccc(S(N)(=O)=O)cc2)n1	0.8%	-0.6%	-1.7%	0.3%	2.3%	-4.0%	-9.2%	i	-17.6%

Screening data from PubChem.
